Screens from PubChem.
PGC1a acetyl inh: modulators of PGC1a acetylation. U2OS PGC1a acetylation, AlphaScreen anti-acetyl-lysine; with virally co-expressed GCN5 acetyltransferase. inhibition, % at 15.6 µM. hit rate 0.17% among 350,000. AID 651687;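 active = every replicate shows inhibition of at least 40%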;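 note: 0% = neutral control wells and 100% = positive control wells; some results beyond the cut were filed as inactive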
PAX8 reporter: PAX8 transcriptional activity inhibition; RMG-I TPO-luciferase reporter, SteadyGlo, 24 h; inhibition, % at 12.6 µM; hit rate 1.2% among 360,000;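 active = mean replicate inhibition at least 60% with every replicate also reaching 60%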;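 note: luciferase light reporting Pax8 driven TPO promoter activity; plate controls were median of neutral control wells for no effect and mitoxantrone controls for full effect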
miR-122 sensor: miR-122 inhibition in Huh7 cells; activation (reporter increase), % at 12.5 µM; hit rate 0.3% among 340,000; AID 602342; Huh7 miR-122 Renilla luciferase sensor, 48 h; neutral wells = 0, positive control = 100;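 active = mean replicate activation score at least 90 and every replicate individually at or above 90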;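 note: higher luciferase means less miR-122 activity so hits act as miR-122 inhibitors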
EWS-Fli inh: EWS/Fli transcriptional activity inhibition; inhibition, % at 12.6 µM; A673 NR0B1-luciferase reporter, viability-normalised; hit rate 0.67% among 350,000;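 active = mean inhibition of at least 50% after viability correction, with every replicate also passing that limit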;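 note: firefly luciferase signal divided by Alamar Blue viability fluorescence both relative to DMSO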
Casp6 inh: caspase-6 (human) enzyme inhibition; inhibition, % at 12.5 µM; hit rate 0.53% among 350,000; P55212; purified caspase-6, Z-VEID-R110 cleavage fluorescence;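 active = mean inhibition across replicates at least about 35%, with every replicate also reaching that limit, limit read from the data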;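 note: 0% = median of neutral control wells and 100% = no fluorescence left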
Target sequence (P55212 24-179 limits assumed): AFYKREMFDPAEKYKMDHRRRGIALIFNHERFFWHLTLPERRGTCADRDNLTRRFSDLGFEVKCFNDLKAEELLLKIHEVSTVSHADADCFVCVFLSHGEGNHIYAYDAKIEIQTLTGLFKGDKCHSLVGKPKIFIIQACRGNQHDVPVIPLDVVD
Target sequence (P55212 194-293 limits assumed): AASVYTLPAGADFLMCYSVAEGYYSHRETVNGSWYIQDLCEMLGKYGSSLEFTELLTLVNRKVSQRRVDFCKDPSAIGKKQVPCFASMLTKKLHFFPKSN
Cneo AK release: causes C. neoformans cell lysis; lysis activity, % at 15 µM; adenylate kinase release luminescence, 4 h; normalised: neutral wells 0, clomiphene wells 100; hit rate 0.2% among 360,000;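 active = mean lysis activity across replicates of at least 80%, whatever share of replicates individually reach that level; inactive = mean lysis activity below 80%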
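Assay system: Cryptococcus neoformans yeast cells / Dosing: single-point compound dose / Timing: 4 h at 37 °C static, read 1 h later / Measured by: luminescence of released adenylate kinase using an AK detection reagent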
LGR2 antag: Drosophila LGR2 receptor signaling inhibition. AID 720647. hit rate 0.35% among 380,000. HEK293 LGR2, CRE-luciferase, bursicon-stimulated, 4 h. inhibition, % at 9.99 µM;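 active = drop in luminescence signal, shown as inhibition above about 50% in the replicate tests, limit read from the data, passing the limit was not always enough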;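 note: agonist challenge used bursicon conditioned medium at about half maximal strength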
FN deposition inh: fibronectin deposition inhibition; AH1F fibroblasts, Alexa488-fibronectin deposition fluorescence, overnight; AID 743247; inhibition, % at 12.6 µM; hit rate 0.086% among 350,000;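 active = mean inhibition across replicates of 30% or more, regardless of how many single replicates reach that level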;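 note: positive control wells lacked labelled fibronectin entirely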
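test system = AH1F fibroblasts assembling fluorescent fibronectin matrix | quantity = 10000 AH1F cells per well | buffer or medium = DMEM plus 2% serum, read in PBS | doses = single dose, pinned | incubation = 1 h cell attachment, overnight exposure to compound and label | detection = fluorescence at 485 nm excitation, 525 nm emission | read-out basis = inhibition from reduced deposited-fibronectin fluorescence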
* hit, by the source's call; & = joins results of further samples; [ ] = remark or other dose.

Results for CCC(CC)c1nnc(NC(=O)c2ccc3ccccc3n2)s1 ?
PGC1a acetyl inh: 0; miR-122 sensor: 4; Cneo AK release: -2; LGR2 antag: -54

How did O=C(C[C@H]1C=C[C@H](NC(=O)Nc2ccccc2F)[C@@H](CO)O1)NCc1ccc(-c2ccccc2)cc1 do in these assays?
PGC1a acetyl inh: -12; PAX8 reporter: 0&-3; miR-122 sensor: -11[16.7 µM]; EWS-Fli inh: 6&14; Casp6 inh: 9&3; Cneo AK release: 29; LGR2 antag: -7&8; FN deposition inh: -5&-11

Results for C[C@H](NC(=O)c1ccc2c(c1)OCO2)c1nnc2ccccn12 ?
PGC1a acetyl inh: 3; miR-122 sensor: 4; Casp6 inh: 0; Cneo AK release: -1; LGR2 antag: 7

How did O=C(O)c1ccccc1NCc1ccncc1 do in these assays?
PGC1a acetyl inh: 4; miR-122 sensor: 2; Cneo AK release: 14; LGR2 antag: -5; FN deposition inh: 4

Results for CSCC[C@@H](CO)NC(=O)c1ccc2nc(C3CCCCC3)oc2c1 ?
PGC1a acetyl inh: 4; PAX8 reporter: -16; miR-122 sensor: 0; EWS-Fli inh: 7; Casp6 inh: -1; Cneo AK release: -1; LGR2 antag: 11; FN deposition inh: -1

How did CCC(C)c1ccc(C2C3=C(Nc4nc(N)[nH]c(=O)c42)c2ccccc2C3=O)cc1 (configuration not stated) do in these assays?
PGC1a acetyl inh: 4; PAX8 reporter: 11; miR-122 sensor: 60; EWS-Fli inh: 1; Casp6 inh: 1; Cneo AK release: 2; LGR2 antag: 15; FN deposition inh: 2

What do the screens show for `O=C(Nc1nnc(/C=C/c2ccccc2)s1)c1ccco1`?
PGC1a acetyl inh: 8; PAX8 reporter: -42; miR-122 sensor: -10; EWS-Fli inh: -32; Casp6 inh: 3; Cneo AK release: 1; LGR2 antag: -46; FN deposition inh: 12

What do the screens show for `Cc1oc(-c2ccccc2Cl)[n+]([O-])c1C`?
PGC1a acetyl inh: -5; miR-122 sensor: 3; Casp6 inh: 0; Cneo AK release: 1; LGR2 antag: -19

How did S=C1NCN(Cc2ccco2)CN1CCc1ccccc1 do in these assays?
PGC1a acetyl inh: 17; PAX8 reporter: 7; EWS-Fli inh: -7; Casp6 inh: 0; Cneo AK release: 5; FN deposition inh: -9

What do the screens show for `CC(=O)c1c(C)oc2ccc(N(C(=O)c3ccncc3)S(=O)(=O)c3ccccc3)cc12`?
PGC1a acetyl inh: -10; PAX8 reporter: 18; miR-122 sensor: 8; EWS-Fli inh: 0; Casp6 inh: 3; Cneo AK release: -1; LGR2 antag: 6; FN deposition inh: 3

Results for CCCn1c(=O)[nH]c(=O)c2c1nc(-c1ccccc1)n2CCN1CCOCC1 ?
PGC1a acetyl inh: 11; miR-122 sensor: -4; Cneo AK release: -1; LGR2 antag: -3

How did CC(C)Oc1ccc(S(=O)(=O)N2CCOCC2)cc1NC(=O)CCCSc1ccccc1 do in these assays?
PAX8 reporter: 9; miR-122 sensor: 2; EWS-Fli inh: 5; Casp6 inh: 3; Cneo AK release: 0; LGR2 antag: -21; FN deposition inh: -4

How did Cc1cccn2c(=O)c3cc(S(=O)(=O)c4ccc(Br)cc4)c(=N)n(C4CCCCC4)c3nc12 do in these assays?
PGC1a acetyl inh: 17; PAX8 reporter: -21; miR-122 sensor: -7; EWS-Fli inh: 6; Casp6 inh: -1; Cneo AK release: 2; LGR2 antag: -2; FN deposition inh: -9

Results for COc1ccc(S(=O)(=O)N2CCN(c3ncnc4c(-c5ccccc5)nsc34)CC2)cc1 ?
PGC1a acetyl inh: 0; PAX8 reporter: -18; miR-122 sensor: 3; Cneo AK release: -4; FN deposition inh: 10

Results for COc1ccc(/C=C/C(=O)OCC(=O)Nc2cccc(Oc3ccccc3)c2)c(OC)c1 ?
PAX8 reporter: -19; EWS-Fli inh: -9; Casp6 inh: 1; LGR2 antag: 3; FN deposition inh: -1

Structures above containing a halogen:
How did O=C(C[C@H]1C=C[C@H](NC(=O)Nc2ccccc2F)[C@@H](CO)O1)NCc1ccc(-c2ccccc2)cc1 do in these assays?
PGC1a acetyl inh: -12; PAX8 reporter: 0&-3; miR-122 sensor: -11[16.7 µM]; EWS-Fli inh: 6&14; Casp6 inh: 9&3; Cneo AK release: 29; LGR2 antag: -7&8; FN deposition inh: -5&-11

What do the screens show for `Cc1oc(-c2ccccc2Cl)[n+]([O-])c1C`?
PGC1a acetyl inh: -5; miR-122 sensor: 3; Casp6 inh: 0; Cneo AK release: 1; LGR2 antag: -19

How did Cc1cccn2c(=O)c3cc(S(=O)(=O)c4ccc(Br)cc4)c(=N)n(C4CCCCC4)c3nc12 do in these assays?
PGC1a acetyl inh: 17; PAX8 reporter: -21; miR-122 sensor: -7; EWS-Fli inh: 6; Casp6 inh: -1; Cneo AK release: 2; LGR2 antag: -2; FN deposition inh: -9

Next part.
How did COc1ccc(NC(=O)COC(=O)c2ccc3ccccc3n2)cc1 do in these assays?
PGC1a acetyl inh: -8; PAX8 reporter: 10; miR-122 sensor: -3; EWS-Fli inh: 5; Casp6 inh: 1; Cneo AK release: -1; LGR2 antag: -8; FN deposition inh: 9

Results for CCOc1ccccc1OCCCC(=O)N(CC)CC(=O)Nc1c(F)cccc1F ?
PAX8 reporter: -15; EWS-Fli inh: -10; Casp6 inh: 3; Cneo AK release: -1; LGR2 antag: 36; FN deposition inh: -9

How did CC(=O)Oc1ccc(C(=O)Nc2cccc(-c3nnc(-c4ccco4)o3)c2)cc1 do in these assays?
PAX8 reporter: -14; miR-122 sensor: -3; EWS-Fli inh: 3; Casp6 inh: -2; Cneo AK release: 1; LGR2 antag: 4; FN deposition inh: -2

What do the screens show for `CCOC(=O)N1CCN(Cc2nc(-c3ccc(OC)cc3)no2)CC1`?
PGC1a acetyl inh: 6; miR-122 sensor: -2; EWS-Fli inh: 0; Casp6 inh: 0; Cneo AK release: 1; LGR2 antag: -4

What do the screens show for `COc1cccc(OCC(=O)NNC(=O)CCc2ccccc2)c1`?
PGC1a acetyl inh: 5; PAX8 reporter: -10; EWS-Fli inh: -2; Casp6 inh: 3; LGR2 antag: -13; FN deposition inh: -1

What do the screens show for `Cc1ccc(S(=O)(=O)NC(=O)C2CCCCC2)cc1`?
PGC1a acetyl inh: 8; PAX8 reporter: 0; miR-122 sensor: -6; EWS-Fli inh: -6; Casp6 inh: -5; Cneo AK release: -2; LGR2 antag: -1; FN deposition inh: 4

What do the screens show for `CC(OC(=O)c1cccs1)C(=O)Nc1nc(-c2ccccc2)cs1` (configuration not stated)?
PAX8 reporter: -20; miR-122 sensor: 2; EWS-Fli inh: -31; Casp6 inh: -1; Cneo AK release: 6; LGR2 antag: 17; FN deposition inh: -7

What do the screens show for `CC(C)c1ccc(C(=O)CSc2ncn[nH]2)cc1`?
PGC1a acetyl inh: 0; EWS-Fli inh: -55; Casp6 inh: 2; LGR2 antag: -35

How did O=C(C[C@H]1CC[C@@H]2[C@H](COC[C@H](O)CN2Cc2ccc(Oc3ccccc3)cc2)O1)N1CCOCC1 do in these assays?
PGC1a acetyl inh: -9; PAX8 reporter: 12; miR-122 sensor: -2[16.7 µM]; EWS-Fli inh: 17; Casp6 inh: 1; Cneo AK release: -6; LGR2 antag: 0; FN deposition inh: -6

How did COC(=O)/C(=C\C(=O)c1ccccc1)Nc1cccc(C(F)(F)F)c1 do in these assays?
PGC1a acetyl inh: 1; PAX8 reporter: -48; miR-122 sensor: -14; Cneo AK release: -6; FN deposition inh: 1

Results for COc1cc(C(=O)Nc2sc3c(c2C#N)CCN(C(C)=O)C3)cc(OC)c1OC ?
PGC1a acetyl inh: -3; PAX8 reporter: 2; miR-122 sensor: 5; EWS-Fli inh: 8; Casp6 inh: 6; Cneo AK release: 0; LGR2 antag: -25; FN deposition inh: 0

What do the screens show for `Cc1ccc2nsnc2c1S(=O)(=O)N1CCCC1C(=O)O` (configuration not stated)?
PGC1a acetyl inh: 1; PAX8 reporter: -5; EWS-Fli inh: -2; Casp6 inh: 2; LGR2 antag: 32; FN deposition inh: -6

How did O=C(/C=C/c1cccc([N+](=O)[O-])c1)N1CCN(S(=O)(=O)c2cccs2)CC1 do in these assays?
PGC1a acetyl inh: 1; PAX8 reporter: 27; EWS-Fli inh: 5; Casp6 inh: 1; LGR2 antag: -3; FN deposition inh: 6

Results for CCC(=O)Nc1ccc2c(c1)OC[C@@H](C)N(C(=O)CN1CCOCC1)C[C@H](C)[C@@H](OC)CN(C)C2=O ?
PAX8 reporter: -10; miR-122 sensor: 1[16.7 µM]; EWS-Fli inh: -4; Casp6 inh: -1; Cneo AK release: -3; LGR2 antag: 20; FN deposition inh: -10

What do the screens show for `COc1ccc(CCNC(=O)c2cc3c(=O)n(C)c4ccccc4c3n2C)cc1OC`?
PGC1a acetyl inh: -7; PAX8 reporter: -7; EWS-Fli inh: -6; Casp6 inh: 11; Cneo AK release: -2; LGR2 antag: -9; FN deposition inh: 2

What do the screens show for `Cc1cc([N+](=O)[O-])ccc1NC(=O)CSc1nncn1-c1cccnc1`?
PAX8 reporter: 2; miR-122 sensor: -6; EWS-Fli inh: 3; Casp6 inh: 1; Cneo AK release: -1; LGR2 antag: 2; FN deposition inh: 14

Results for Cc1noc(C)c1NC(=O)N(C)C[C@H]1Oc2ccc(NS(C)(=O)=O)cc2C(=O)N([C@H](C)CO)C[C@H]1C ?
PGC1a acetyl inh: 1; miR-122 sensor: -3[16.7 µM]; EWS-Fli inh: -7; Casp6 inh: 0; Cneo AK release: 1; LGR2 antag: 10

How did O=C(Nc1cccc(Cl)c1)N[C@H]1CC[C@@H](CCn2cc(Cc3ccccc3)nn2)O[C@@H]1CO do in these assays?
PGC1a acetyl inh: -14; PAX8 reporter: -5; miR-122 sensor: 1[16.7 µM]; EWS-Fli inh: 2; Casp6 inh: -1; Cneo AK release: -4; LGR2 antag: 7

Results for O=C(COC(=O)c1ccc(F)cc1F)Nc1cccc(S(=O)(=O)N2CCOCC2)c1 ?
PAX8 reporter: 1; miR-122 sensor: -3; EWS-Fli inh: -1; Casp6 inh: 5; Cneo AK release: 0; LGR2 antag: 6; FN deposition inh: -8

How did Clc1nccc(NCc2ccccc2)n1 do in these assays?
PGC1a acetyl inh: -1; PAX8 reporter: 1; EWS-Fli inh: -1; Casp6 inh: -1; Cneo AK release: -1; LGR2 antag: -3; FN deposition inh: 4

Results for COCCNC(=O)c1cccc(S(=O)(=O)N2CC3(C)CC2CC(C)(C)C3)c1 (configuration not stated) ?
PAX8 reporter: 6; EWS-Fli inh: -3; Casp6 inh: 2; LGR2 antag: 5; FN deposition inh: -6

How did Cc1cc(C)nc(SCc2nc(N)nc(-c3ccccc3O)n2)n1 do in these assays?
PAX8 reporter: 3; miR-122 sensor: 28; Cneo AK release: 0; FN deposition inh: 2

What do the screens show for `C[C@@H]1CN([C@@H](C)CO)S(=O)(=O)c2ccc(C#Cc3ccccc3F)cc2O[C@@H]1CN(C)C(=O)Cc1cccnc1`?
PGC1a acetyl inh: -11; miR-122 sensor: -13[16.7 µM]; EWS-Fli inh: 4; Casp6 inh: 0; Cneo AK release: 2; LGR2 antag: 7; FN deposition inh: 2

Results for CC(C)C[C@@H]1Cc2[nH]c(=S)[nH]c(=O)c2[C@H](C)O1 ?
PAX8 reporter: -29; EWS-Fli inh: 3; Casp6 inh: 0; LGR2 antag: 12; FN deposition inh: 5

How did CC1CN(C(=O)CCC(=O)N2CCCCC2)c2ccccc2O1 (configuration not stated) do in these assays?
PGC1a acetyl inh: -8; PAX8 reporter: -2; miR-122 sensor: -1; EWS-Fli inh: 5; Casp6 inh: -4; Cneo AK release: -3; FN deposition inh: 2

This is a random part of the collection (roughly 2.5% active in at least one column).
